# From PubChem BioAssay
# TLR9-MyD88 block: inhibitors of human TLR9-MyD88 binding; 340,000 compounds, 0.21% hits; AID 504734; inhibition, % at 4.98 µM; Q9NR96+Q99836; CHO BLA complementation TLR9-MyD88, CCF4 FRET ratio;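 active = inhibition above the mean over all tested compounds plus 3 SD, cut at about 21% in these data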;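 note: 0% = DMSO only wells and 100% = clavulanate BLA inhibitor control wells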
# LRH-1 inv ag: suppresses constitutive activity of human LRH-1 | HEK293T StAR-luciferase reporter, LRH-1 transfected, 24 h | O00482 | 360,000 compounds, 0.13% hits | inhibition, % at 3.6 µM;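 active = inhibition above the mean inhibition of all tested compounds plus 3 SD, cut at about 73% in these data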;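 note: 0% = DMSO wells and 100% = reporter-only cells lacking LRH-1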
# TROY signal inh: TROY signaling inhibition; Q293 LMP1-TROYcd NF-kB luciferase reporter, 4 h; inhibition, % at 10 µM; 360,000 compounds, 0.98% hits; AID 1347056;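 active = compounds whose plate-normalised and pattern-corrected inhibition of the luciferase reporter signal at the single screening dose is 50% or more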
# Vif inh: blocks HIV Vif function | 340,000 compounds, 0.35% hits | HEK293T cells, Vif self-association by quenched fluorescence, imaging, 24 h | AID 602346 | inhibition, % at 7.49 µM; in the data active = inhibition above about 50%, passing the limit was not always enough; note: some results filed as inactive read as strong as hits
# LMP1 NFkB inh: reduces LMP1-driven NF-kappaB luciferase signal. LMP1-induced NF-kappaB luciferase reporter cells, luminescence. inhibition, % at 12.5 µM. 350,000 compounds, 0.69% hits; in the data active = inhibition above about 41%;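 note: 0% = neutral control wells and 100% = reference inhibitor control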
# SRC1 inh: inhibits human SRC1 coactivator; Q15788; HEK293 GAL4-SRC1 luciferase reporter, luminescence; inhibition, % at 3.6 µM; 360,000 compounds, 0.12% hits; AID 588354;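 active = inhibition above the campaign mean plus 3 SD, with each screening campaign given its own cutoff, cut at about 60% in these data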;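 note: 0% = DMSO treated cells and 100% = gossypol at 36 µM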
# Target sequence (Q15788 whole entry, looked up, the tested form may be a part): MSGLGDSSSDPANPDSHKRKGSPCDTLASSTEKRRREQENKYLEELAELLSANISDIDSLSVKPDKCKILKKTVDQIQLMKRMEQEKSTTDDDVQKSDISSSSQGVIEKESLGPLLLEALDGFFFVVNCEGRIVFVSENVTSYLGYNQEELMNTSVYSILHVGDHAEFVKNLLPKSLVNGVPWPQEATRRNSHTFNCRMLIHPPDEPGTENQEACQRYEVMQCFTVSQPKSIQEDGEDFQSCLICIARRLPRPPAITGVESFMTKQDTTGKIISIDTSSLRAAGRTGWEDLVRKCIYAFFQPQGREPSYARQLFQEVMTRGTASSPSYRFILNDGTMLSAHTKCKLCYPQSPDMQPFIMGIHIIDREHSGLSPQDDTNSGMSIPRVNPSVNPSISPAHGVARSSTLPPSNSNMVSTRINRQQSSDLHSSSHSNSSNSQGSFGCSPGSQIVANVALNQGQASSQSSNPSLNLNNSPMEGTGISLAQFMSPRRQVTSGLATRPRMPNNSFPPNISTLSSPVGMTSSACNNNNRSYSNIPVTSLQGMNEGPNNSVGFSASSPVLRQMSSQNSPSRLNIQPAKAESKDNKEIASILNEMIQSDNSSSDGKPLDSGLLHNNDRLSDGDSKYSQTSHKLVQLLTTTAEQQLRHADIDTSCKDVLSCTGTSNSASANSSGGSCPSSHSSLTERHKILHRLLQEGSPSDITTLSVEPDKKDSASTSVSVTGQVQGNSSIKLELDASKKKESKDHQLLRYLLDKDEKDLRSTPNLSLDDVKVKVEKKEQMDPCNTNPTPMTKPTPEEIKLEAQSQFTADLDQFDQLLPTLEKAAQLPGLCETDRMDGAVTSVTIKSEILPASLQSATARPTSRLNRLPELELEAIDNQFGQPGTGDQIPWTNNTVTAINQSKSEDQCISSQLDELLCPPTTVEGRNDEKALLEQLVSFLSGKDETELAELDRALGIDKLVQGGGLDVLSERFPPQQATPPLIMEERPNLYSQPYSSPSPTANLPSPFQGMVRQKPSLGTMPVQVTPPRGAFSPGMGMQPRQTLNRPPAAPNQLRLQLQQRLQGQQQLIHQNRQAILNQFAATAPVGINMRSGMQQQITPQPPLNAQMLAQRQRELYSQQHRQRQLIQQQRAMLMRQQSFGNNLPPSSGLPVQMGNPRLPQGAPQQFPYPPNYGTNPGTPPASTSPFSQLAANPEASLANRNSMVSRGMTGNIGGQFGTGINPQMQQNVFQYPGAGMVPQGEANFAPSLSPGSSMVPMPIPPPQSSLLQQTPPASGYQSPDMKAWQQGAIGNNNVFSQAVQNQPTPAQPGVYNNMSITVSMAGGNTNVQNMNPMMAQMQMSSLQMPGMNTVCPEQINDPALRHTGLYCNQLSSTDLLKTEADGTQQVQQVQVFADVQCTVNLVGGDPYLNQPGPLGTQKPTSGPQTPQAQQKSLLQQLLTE
# NCOA3 inh: inhibitors of human steroid receptor coactivator 3 (SRC3); Q9Y6Q9; inhibition, % at 3.6 µM; 360,000 compounds, 0.17% hits; HEK293 GAL4-SRC3 luciferase reporter, luminescence;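 active = inhibition above a per-campaign cutoff, the mean of all compounds plus 3 SD, cut at about 60% in these data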;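 note: 0% = DMSO-treated cells and 100% = gossypol-treated cells at 36 µM; higher means less SRC3-driven luciferase light from the GAL4 reporter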
# NOD2-RIPK2 inh: inhibitors of human NOD2-RIPK2 interaction | CHO BLA complementation NOD2-RIPK2, CCF4 ratio | 360,000 compounds, 0.38% hits | O43353 | AID 624267 | inhibition, % at 4.98 µM; in the data active = inhibition above about 21%;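 note: 0% = vehicle only and 100% = reference blocker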
# COUP-TFII inh: NR2F2 (human) inhibition, primary screen; 370,000 compounds, 0.7% hits; HEK293T NGFI-A luciferase reporter, luminescence; inhibition, % at 8.6 µM; AID 686940; P24468;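 active = inhibition above a per-plate cutoff, mean inhibition of test wells between control levels plus 3 SD, cut at about 38% in these data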;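 note: cells cotransfected with COUP-TFII expression vector driving the NGFI-A reporter; 0% = median of COUP-TF2 test wells and 100% = reporter-only cells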
# SRC2 inh: human SRC2 (NCOA2) inhibition | Q15596 | HEK293 GAL4-SRC2 luciferase reporter, luminescence | inhibition, % at 9 µM | 370,000 compounds, 0.17% hits | AID 651957;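 active = inhibition above the mean inhibition of all tested compounds plus 3 SD, set per campaign, cut at about 52% in these data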;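 note: 0% = DMSO treated cells and 100% = cells given Gossypol at 36 µM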
# C8 TRAIL sens: sensitizes caspase-8 expressing cells to TRAIL. NB7+C8 cells + TRAIL, ATPlite viability luminescence. inhibition (viability loss, TRAIL sensitization), % at 10 µM. 360,000 compounds, 1% hits;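 active = compounds causing at least 50% loss of cell viability in the single-dose screen, relative to plate controls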
# The depositor's hits bear a star; / = not tested or not shown. An excerpt; the hit share may differ from the screen's.
SMILES,TLR9-MyD88 block,LRH-1 inv ag,TROY signal inh,Vif inh,LMP1 NFkB inh,SRC1 inh,NCOA3 inh,NOD2-RIPK2 inh,COUP-TFII inh,SRC2 inh,C8 TRAIL sens
O=C(c1ccc(CS(=O)(=O)c2ccc(Br)cc2)o1)N1CCN(c2ccccn2)CC1,-3,9,4,-12,-11,-8,-4,-1,-1,11,3
CCOc1ccc(N=C(NN)c2ccc3ccccc3n2)cc1,-4,16,87*,-5,26,43,44,-4,40*,38,6
O=C(Nc1ccc(NC(=O)c2ccco2)c(Cl)c1)c1ccc2c(c1)OCCO2,0,-83,-30,-15,-5,-50,-72,-13,-35,-21,16
O=C(CSc1nnc(NC(=O)c2ccc(F)cc2F)s1)NC1CC1,2,-40,-26,6,0,-36,-41,-8,10,3,15
CC(=O)Nc1cccc(-c2cc3c(c4c2ccn4C)C2CCC3O2)c1 (stereo not drawn),/,6,7,/,/,6,19,-4,16,-25,2
CC(Sc1n[nH]c(N)n1)c1nc2scc(-c3cccs3)c2c(=O)[nH]1 (stereo not drawn),-3,11,5,-3,-2,-5,12,10,5,-5,-1
CC(C)(C)n1nc2c(c1NC(=O)c1ccccc1)CS(=O)(=O)C2,-8,-20,8,-1,-3,4,7,9,12,5,-4
COc1ccc(CCNC(=O)[C@H](C)NC(=O)N2CCn3c2nc2ccccc23)cc1OC,1,-15,-20,-4,-3,1,2,-4,15,-3,-27
CS(=O)(=O)c1ccc(Cl)c(NC(=O)COC(=O)CNC(=O)c2cccs2)c1,2,4,3,-12,0,1,10,7,11,-3,-24
O=C(CNC(=O)c1ccccc1F)OCc1nc2ccccc2s1,3,-1,19,-2,-8,-31,-6,0,-3,-44,3

# 3 structures from above, arranged by formula weight, descending:
SMILES,TLR9-MyD88 block,LRH-1 inv ag,TROY signal inh,Vif inh,LMP1 NFkB inh,SRC1 inh,NCOA3 inh,NOD2-RIPK2 inh,COUP-TFII inh,SRC2 inh,C8 TRAIL sens
O=C(c1ccc(CS(=O)(=O)c2ccc(Br)cc2)o1)N1CCN(c2ccccn2)CC1,-3,9,4,-12,-11,-8,-4,-1,-1,11,3
CC(=O)Nc1cccc(-c2cc3c(c4c2ccn4C)C2CCC3O2)c1 (stereo not drawn),/,6,7,/,/,6,19,-4,16,-25,2
CCOc1ccc(N=C(NN)c2ccc3ccccc3n2)cc1,-4,16,87*,-5,26,43,44,-4,40*,38,6

# The list continues.
SMILES,TLR9-MyD88 block,LRH-1 inv ag,TROY signal inh,Vif inh,LMP1 NFkB inh,SRC1 inh,NCOA3 inh,NOD2-RIPK2 inh,COUP-TFII inh,SRC2 inh,C8 TRAIL sens
CN1C2CCC1CC(N(CCc1ccccc1)C(=O)c1ccc(Cl)cc1)C2 (stereo not drawn),-3,2,1,-8,3,1,-17,-6,7,-6,1
CCc1ccc(NC(=O)CCc2nc3cccnc3n2Cc2ccc(OC)cc2)cc1,-5,7,12,13,3,-6,1,-14,-1,-10,14
Cc1ccc(SCc2[nH]nc3c2C2(C(=O)Nc4ccc([N+](=O)[O-])cc42)C(C#N)=C(N)O3)cc1 (stereo not drawn),0,-1,14,-4,7,-1,21,4,5,5,-1
COc1ccc(S(=O)(=O)NCCc2cn3nc(C)c(C)nc3n2)cc1F,12,6,-9,-2,-1,-7,22,-5,-4,0,6
COc1ccc(N2C=C3C(=O)C(C)(OC(=O)CCc4ccccc4)C(=O)C=C3C=C2c2ccc(C#N)cc2)cc1 (stereo not drawn),-1,22,-16,2,6,10,1,-3,2,2,4
CCCN(C(=O)Cc1nc(N)n[nH]1)C1(C(=O)Nc2ccccc2C)CCCCC1,3,-4,-3,9,3,-8,-6,-4,-1,2,4
Cc1ccc(Cn2c(=N)c(S(=O)(=O)c3ccc(Br)cc3)cc3c(=O)n4ccccc4nc32)cc1,2,13,-5,53*,-1,-42,-8,8,/,/,-5
Cc1ccc2[nH]c(=O)c(CN(Cc3ccccc3)C(=S)NCCCN(C)C)cc2c1,1,-22,29,7,-7,-1,7,2,-4,-5,0
Cc1ccc(NC(=O)Nc2nc3ccc(S(C)(=O)=O)cc3s2)cc1,-3,-15,-2,-3,0,4,-8,-4,-7,7,13
CCCCCn1c(=O)c(-c2nc3ccccc3[nH]2)c(O)c2ccccc21,/,-16,43,2,6,-13,-8,-4,7,-101,29
CC(=O)c1cn(C)c(=O)[nH]c1=O,/,11,-4,9,-2,7,-4,-3,-1,2,-1
CC1(C)C=C(c2ccc(C=O)s2)CC(C)(C)N1,5,1,-16,-1,-12,-12,22,2,2,3,6
O=CN1CCN(C(=O)c2cccc3c2-c2ccccc2C3=O)CC1,-8,5,-2,1,0,-16,-6,-6,-2,15,-18
O=C(O)c1[nH]c2ccccc2c1C(c1cccc(O)c1)c1c(C(=O)O)[nH]c2ccccc12,4,12,2,0,4,-7,-19,-7,10,-10,8
COC(=O)c1ccc(NC(=O)COc2ccc(S(=O)(=O)NC(C)(C)C)cc2)cc1,8,7,1,-16,2,0,-7,-7,-21,-2,5
O=S(=O)(N1CCCCC1)N1CCN(CC(O)COc2ccc3cc(Br)ccc3c2)CC1 (stereo not drawn),3,-10,45,-13,5,-6,7,3,16,-2,6
COC(=O)c1sc(=S)n(Cc2ccccc2)c1C,-7,3,9,1,3,-19,27,-2,-14,-8,4
COc1ccc(OC)c(CNC(=O)CCS(=O)(=O)c2ccc3c(c2)oc(=O)n3C)c1,-8,5,-10,-5,1,-2,-3,-13,-12,-21,6
COc1ccc(NC(=O)CSc2ncnc3c2cnn3Cc2ccccc2)cc1OC,-20,7,14,-11,-3,-39,18,-2,9,10,-15
COc1ccc(-c2nn(-c3ccccc3)cc2CNC(=O)c2cccc([N+](=O)[O-])c2)cc1,-3,10,-16,1,-6,-3,9,-8,24,-4,13
Cc1ccc(-c2nc(SCC(=O)Nc3cc(S(=O)(=O)N4CCCCC4)ccc3Cl)n[nH]2)cc1,6,-9,16,-25,1,0,-17,-1,-2,0,7
CCC(C)[C@H](NC(=O)N1CC(=O)Nc2ccccc21)C(=O)N1CCC[C@@H]1C(=O)O (stereo partly drawn),-2,6,4,-12,-4,-10,0,10,-2,-3,10
CC(C)[C@H](NC(=O)c1ccccc1Cl)C(=O)OCc1cc([N+](=O)[O-])cc2c1OCOC2,-4,16,-14,0,4,-2,21,-5,6,-23,2
O=C1CCCc2[nH]c(-c3ccccc3)nc21,-5,-42,-8,4,-2,-12,2,1,-14,-18,20
COc1ccc(C(c2nnnn2C2CCCCC2)N2CCN(c3ccccc3F)CC2)cc1 (stereo not drawn),-1,3,-6,-4,3,-14,2,-5,6,5,5
CCCCN(C(=O)CN1C(=O)C2CCCCC2C1=O)c1c(N)n(Cc2ccccc2)c(=O)[nH]c1=O (stereo not drawn),-1,16,14,2,8,-5,8,-1,4,-10,2
Cc1cc(OCCCn2ccnc2)ccc1[N+](=O)[O-],8,5,3,-3,4,-2,-9,-3,-8,-3,31
Cc1cc(C)cc(C(=O)NC(CC(N)=O)c2ccc(NC3CCCCC3)c([N+](=O)[O-])c2)c1 (stereo not drawn),4,14,-15,-4,-7,-14,11,4,-1,2,-3
Cc1cc(C(=O)CCl)c(C)n1-c1ccon1,2,0,-3,1,4,-29,0,-21,26,31,-4
Cc1ccc(NC(=O)C(C)N2C(=O)C3CC=C(Cl)CC3C2=O)cc1 (stereo not drawn),-7,8,1,/,-3,-3,-17,11,10,-42,-8
CCN1C(=O)c2ccccc2S(=O)(=O)c2ccc(C(=O)NC(C)C)cc21,-7,3,16,/,-3,-2,-9,1,9,-1,-16
O=C(O)c1ccc(CSc2n[nH]c(-c3ccco3)n2)cc1,-13,10,-7,3,-17,-4,-7,-5,5,0,-13
CCN(CCNCC(O)COc1ccccc1C(C)C)c1cccc(C)c1 (stereo not drawn),5,3,3,-15,1,-10,-16,8,-15,-15,-18
CC(=O)c1ccc(N2CCN(C(=O)Nc3ccc(C(C)C)cc3)CC2)cc1,-4,8,18,5,3,9,8,-10,30,27,33
CCc1ccccc1NC(=S)N(CCc1ccncc1)C(C)C,-11,-6,8,4,-5,-16,11,-13,-4,-6,10
CN(CC(=O)Nc1cccc(F)c1)C(=O)CCCc1nc2ccccc2c(=O)[nH]1,0,-28,9,1,-2,-22,11,4,-18,-3,13
CCc1ccccc1NC(=O)CN1CCC(NC(=O)COC)CC1,-3,18,-30,8,-2,7,-10,-12,9,5,-4
Cc1nccn1-c1ccc(C=O)cc1,7,10,2,3,-3,7,-1,-3,-20,-67,-3
Nc1cc(N)nc(SCC(=O)N2CCN(S(=O)(=O)c3ccccc3)CC2)n1,3,-4,1,-4,-6,-3,4,-1,-6,-19,-7
COc1ccc(NCC(=O)Nc2ccccc2C#N)cc1Cl,3,-6,8,1,1,-24,4,0,5,9,-5
CC(=O)c1ccc(N(C)C)cc1,-13,-4,11,8,1,-5,1,-4,-5,12,2
NC(=O)CCN(C1CCCCC1)S(=O)(=O)c1cccc2nsnc12,3,-24,-2,-5,2,3,1,-7,-7,-9,-1
CCOC(=O)Cn1c(=O)oc2cc(S(=O)(=O)Nc3cccc(C)c3)ccc21,-16,4,3,/,0,3,3,-8,-16,6,-3

# An excerpt taken from the entries so far, as a working copy:
SMILES,TLR9-MyD88 block,LRH-1 inv ag,TROY signal inh,Vif inh,LMP1 NFkB inh,SRC1 inh,NCOA3 inh,NOD2-RIPK2 inh,COUP-TFII inh,SRC2 inh,C8 TRAIL sens
CCN1C(=O)c2ccccc2S(=O)(=O)c2ccc(C(=O)NC(C)C)cc21,-7,3,16,/,-3,-2,-9,1,9,-1,-16
O=C(O)c1ccc(CSc2n[nH]c(-c3ccco3)n2)cc1,-13,10,-7,3,-17,-4,-7,-5,5,0,-13
CCN(CCNCC(O)COc1ccccc1C(C)C)c1cccc(C)c1 (stereo not drawn),5,3,3,-15,1,-10,-16,8,-15,-15,-18
CC(=O)c1ccc(N2CCN(C(=O)Nc3ccc(C(C)C)cc3)CC2)cc1,-4,8,18,5,3,9,8,-10,30,27,33
CCc1ccccc1NC(=S)N(CCc1ccncc1)C(C)C,-11,-6,8,4,-5,-16,11,-13,-4,-6,10
CN(CC(=O)Nc1cccc(F)c1)C(=O)CCCc1nc2ccccc2c(=O)[nH]1,0,-28,9,1,-2,-22,11,4,-18,-3,13
CCc1ccccc1NC(=O)CN1CCC(NC(=O)COC)CC1,-3,18,-30,8,-2,7,-10,-12,9,5,-4
Cc1nccn1-c1ccc(C=O)cc1,7,10,2,3,-3,7,-1,-3,-20,-67,-3
Nc1cc(N)nc(SCC(=O)N2CCN(S(=O)(=O)c3ccccc3)CC2)n1,3,-4,1,-4,-6,-3,4,-1,-6,-19,-7
COc1ccc(NCC(=O)Nc2ccccc2C#N)cc1Cl,3,-6,8,1,1,-24,4,0,5,9,-5
CC(=O)c1ccc(N(C)C)cc1,-13,-4,11,8,1,-5,1,-4,-5,12,2
NC(=O)CCN(C1CCCCC1)S(=O)(=O)c1cccc2nsnc12,3,-24,-2,-5,2,3,1,-7,-7,-9,-1
